High-throughput results as filed in PubChem.
PAD4 FP inh = inhibitors of human PAD4 | Q9UM07 | recombinant PAD4, RCA probe fluorescence polarization | inhibition, % at 6.36 µM | actives 0.41% (n = 330,000);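 active = percent inhibition above a cutoff equal to the mean of all tested compounds plus 3 SD, cut at about 15% in these data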;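 also: 0% = PAD4 with RCA probe and DMSO and 100% = probe without PAD4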
PAFAH1B2 inh = blocks human PAF acetylhydrolase 1b catalytic subunit 2 | inhibition, % at 3.39 µM | AID 492953 | actives 1.2% (n = 340,000) | recombinant PAFAH1B2, FP-rhodamine activity probe, fluorescence polarization | P68402;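 active = inhibition above the mean of all tested compounds plus 3 SD, cut at about 24% in these data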;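 also: 0% = enzyme with DMSO and 100% = wells lacking PAFAH1B2; many of its hits are not listed in these tables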
GSTO1 inh = blocks human GSTO1 in RBBP9 counter-screen; P78417; recombinant GSTO1, activity-based probe fluorescence polarization; inhibition, % at 5.96 µM; actives 1.1% (n = 300,000);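 active = inhibition above the campaign mean inhibition plus 3 SD, cut at about 35% in these data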;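 also: 0% = GSTO1-1 with DMSO and 100% = wells lacking GSTO1-1 enzyme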
Target sequence (P78417 whole entry, looked up): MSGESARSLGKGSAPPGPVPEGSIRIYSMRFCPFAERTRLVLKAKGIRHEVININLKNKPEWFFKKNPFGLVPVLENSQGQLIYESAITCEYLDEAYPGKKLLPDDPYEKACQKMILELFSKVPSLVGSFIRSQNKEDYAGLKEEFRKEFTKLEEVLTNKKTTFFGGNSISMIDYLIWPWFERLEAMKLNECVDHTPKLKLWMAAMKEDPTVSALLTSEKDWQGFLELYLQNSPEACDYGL
PAFAH2 inh = PAFAH2 (human) inhibition; Q99487; recombinant PAFAH2, FP-rhodamine activity probe, fluorescence polarization; inhibition, % at 3.39 µM; actives 0.99% (n = 340,000); AID 492956;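 active = inhibition above the mean over all tested compounds plus 3 SD, cut at about 30% in these data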;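 also: inhibitors block probe labeling of enzyme so polarization drops; 0% = enzyme with DMSO and 100% = wells lacking PAFAH2 protein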
Fam108B inh = counter-screen for RBBP9 inhibitors: inhibitors of mouse Fam108B; recombinant Fam108B, FP-Rh probe fluorescence polarization; inhibition, % at 9.51 µM; actives 0.33% (n = 300,000);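 active = inhibition above the screen mean inhibition plus 3 SD, computed separately per campaign, cut at about 18% in these data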;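 also: inhibitors lower polarization as less probe binds the enzyme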
PME-1 primary = blocks human protein phosphatase methylesterase 1 | Q9Y570 | recombinant PME-1, FP-Rh probe fluorescence polarization | inhibition, % at 5.9 µM | actives 0.53% (n = 320,000) | AID 2130;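 active = inhibition above the campaign mean of all compounds plus 3 SD, cut at about 26% in these data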;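 also: competitive labeling of PME-1 active site by serine hydrolase directed probe; 0% = PME-1 with DMSO and 100% = wells lacking PME-1 enzyme; inhibitors block probe labeling so polarization falls and inhibition rises; many of its hits are not listed in these tables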
pPAFAH FP inh = pPAFAH (human) enzyme inhibition; inhibition, % at 3.39 µM; AID 463082; Q13093; recombinant pPAFAH, FP-rhodamine probe fluorescence polarization; actives 1.5% (n = 330,000);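 active = inhibition above the mean inhibition across the screen plus 3 SD, cut at about 25% in these data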;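 also: inhibitors block binding of the rhodamine activity-based probe so polarization drops; 0% = enzyme with DMSO and 100% = wells lacking pPAFAH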
Target sequence (Q13093 whole entry, looked up): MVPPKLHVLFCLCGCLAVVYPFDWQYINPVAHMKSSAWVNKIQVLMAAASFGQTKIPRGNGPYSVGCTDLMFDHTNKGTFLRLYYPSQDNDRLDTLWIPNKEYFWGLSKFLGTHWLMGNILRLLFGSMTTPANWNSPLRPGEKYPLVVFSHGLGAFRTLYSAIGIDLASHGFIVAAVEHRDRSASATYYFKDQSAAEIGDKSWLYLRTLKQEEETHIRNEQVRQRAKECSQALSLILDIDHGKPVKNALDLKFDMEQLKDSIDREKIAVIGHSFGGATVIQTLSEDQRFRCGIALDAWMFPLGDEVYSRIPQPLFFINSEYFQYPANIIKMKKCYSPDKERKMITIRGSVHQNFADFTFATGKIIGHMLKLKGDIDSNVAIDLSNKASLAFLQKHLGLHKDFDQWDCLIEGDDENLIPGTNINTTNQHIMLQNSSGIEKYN
LYPLA1 inh = blocks human lysophospholipase 1, a PME1 counter-screen. inhibition, % at 5.9 µM. recombinant LYPLA1, FP-Rh probe fluorescence polarization. actives 0.16% (n = 320,000). O75608;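 active = inhibition above the mean of all tested compounds plus 3 SD, set per campaign, cut at about 14% in these data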;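 also: inhibitors block serine hydrolase probe labeling of LYPLA1 so polarization falls; 0% = enzyme with DMSO and 100% = wells lacking LYPLA1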
Target sequence (O75608 whole entry, looked up): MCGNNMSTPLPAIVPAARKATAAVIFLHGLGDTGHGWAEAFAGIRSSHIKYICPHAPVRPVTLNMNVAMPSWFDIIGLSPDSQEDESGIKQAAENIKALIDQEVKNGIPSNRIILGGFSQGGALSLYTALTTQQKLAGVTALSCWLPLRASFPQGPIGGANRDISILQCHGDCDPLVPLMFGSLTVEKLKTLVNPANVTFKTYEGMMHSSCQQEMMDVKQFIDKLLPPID
PAFAH1B3 FP inh = inhibitors of human PAFAH1B3 | Q15102 | AID 492972 | inhibition, % at 3.39 µM | actives 0.28% (n = 340,000) | recombinant PAFAH1B3, FP-rhodamine probe, fluorescence polarization;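 active = inhibition above the screen-wide average of all tested compounds plus 3 SD, cut at about 25% in these data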;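 also: 0% = enzyme with DMSO only and 100% = wells lacking PAFAH1B3 protein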
* = called active by the depositor. The list is partial. The share of hits here may be higher or lower than overall.

No. | SMILES | PAD4 FP inh | LYPLA1 inh | GSTO1 inh | PAFAH1B3 FP inh | PAFAH2 inh | pPAFAH FP inh | PAFAH1B2 inh | PME-1 primary | Fam108B inh
1 | O=S(=O)(NC1c2cccc3cccc(c23)C1Sc1ncccn1)c1ccc(Cl)cc1 (stereo not drawn) | -3 | -13 | -9 | 1 | -16 | 7 | 0 | -11 | -9
2 | CCOc1cc(CO)cc(Br)c1OCC(=O)O | -2 | 0 | -1 | 5 | 11 | 8 | 3 | -3 | 5
3 | CCOc1ccc2nc(SCC)[nH]c2c1 | -2 | -6 | -3 | 7 | 0 | 2 | 2 | 1 | 0
4 | CC(=O)Nc1cc(-c2ccccc2)nn1Cc1ccc(Cl)cc1 | 0 | 2 | -2 | 6 | 0 | 1 | 6 | 5 | -2
5 | CCOC(=O)C(CC)/C(C)=N\NC(=O)CCC(=O)Nc1ccc(Cl)cc1Cl (stereo not drawn) | -4 | -4 | 5 | 4 | 5 | -3 | 0 | -1 | 5
6 | COc1ccc(N2CCN(C(=O)Cc3coc4cc(C)ccc34)CC2)cc1 | -1 | 2 | 11 | 3 | -2 | 0 | 8 | 4 | 7
7 | Cc1ccc(C(=O)NCC(=O)OCC(=O)Nc2ccc(Cl)cc2C(F)(F)F)cc1C | -1 | -5 | 3 | 9 | 4 | 18 | -2 | 4 | -1
8 | O=C(N/C(=C\c1ccco1)C(=O)N1CCCC1)c1cccs1 | 2 | -1 | 1 | 1 | -6 | 3 | 3 | 0 | 3
9 | Cc1ccc(Cn2c(SCC(C)C)nc3c2c(=O)n(C)c(=O)n3C)cc1 | 2 | -2 | -3 | 3 | -3 | 3 | 4 | -4 | 0
10 | Cc1cc(C(F)(F)F)n2nc(-c3cccs3)cc2n1 | -9 | 0 | 3 | 1 | -8 | 0 | -3 | -3 | 0
11 | COc1cccc2cc(C(C)N(CCCN3CCOCC3)C(=S)Nc3ccc(C)c(C)c3)oc12 (stereo not drawn) | -1 | 3 | 10 | 2 | 3 | 22 | 7 | -1 | 1
12 | CCCN=C(C)c1c(-c2ccccc2)[nH]n(-c2nc3ccccc3s2)c1=O | 1 | 3 | -1 | 0 | -4 | 6 | -1 | -7 | -1
13 | CCC(=O)Nc1cc2nn(-c3ccc(OC)cc3)nc2cc1C | 3 | -1 | 4 | 5 | 3 | -1 | -6 | -1 | 3
14 | COc1ccccc1-c1cc2ccccc2[nH]1 | 1 | 0 | -3 | 10 | 6 | 1 | 3 | 14 | 1
15 | COCCNC(=O)C1CCCN(S(=O)(=O)c2ccc3c(c2)CC(C)N3C(=O)C2CC2)C1 (stereo not drawn) | 1 | 6 | 0 | 0 | -1 | 2 | 7 | -6 | 0
16 | Cc1ccc(-n2c(C)nnc2SCC(=O)Nc2ccccc2)cc1 | 1 | -3 | 3 | -3 | -3 | 6 | 3 | 3 | -3
17 | O=C(Nc1ccc(C(=O)N2CCOCC2)cc1)Nc1cccc(Cl)c1 | -3 | -8 | -6 | 8 | -16 | 2 | -2 | 1 | 4
18 | O=S(=O)(N/N=C\c1cccn1-c1ccccc1)c1ccc2ccccc2c1 | 4 | -5 | 11 | 2 | 3 | 25* | 17 | 1 | -1
19 | CC(C)CNC(=O)c1c(F)c(F)c(F)c(F)c1F | 1 | -1 | 1 | 4 | 0 | 3 | 3 | 4 | 2
20 | CCc1ccccc1NC(=O)c1ccc(NCCc2ccccc2)c([N+](=O)[O-])c1 | 1 | 1 | 0 | 10 | -6 | 7 | 4 | 22 | 3
21 | CCOCCCNC(=O)c1ccc2c(c1)ncn2C1CCCC1 | 2 | -3 | 0 | 9 | -10 | -2 | 4 | -2 | -2
22 | Cn1c2ccccc2c2nnc(SC3CCOC3=O)nc21 (stereo not drawn) | -1 | -2 | -6 | 7 | -5 | -2 | 3 | -7 | -1
23 | O=C(CS(=O)(=O)c1c[nH]c2ccccc12)Nc1ccc2c(c1)OCCO2 | -2 | -2 | 10 | -1 | -2 | 10 | 7 | 0 | 1
24 | O=C(CSc1nnnn1Cc1ccccc1)Nc1ccccc1 | -2 | 0 | -5 | 1 | 3 | 4 | 3 | 3 | -1
25 | COc1ccc(C(=O)C2CCCN(Cc3cccn3-c3cccnc3)C2)cc1OC (stereo not drawn) | 0 | 2 | -7 | -3 | 4 | 7 | -2 | 6 | 1
26 | CCOc1ccc(NC(=O)COc2nsnc2N2CCOCC2)cc1 | 1 | -1 | 16 | 1 | -1 | 6 | 7 | 1 | -2
27 | O=C(Nc1cccc(-n2cnnn2)c1)c1ccncc1 | -4 | 5 | 8 | -1 | 3 | 0 | 0 | -3 | -5
28 | O=C(OCCOCCN=C1NS(=O)(=O)c2ccccc21)c1ccc(F)cc1 | -1 | -3 | 2 | 14 | -2 | 0 | 0 | 3 | 1
29 | COc1ccc(C(=O)NNC(=O)Nc2ccc(Cl)cc2)cc1 | -8 | 0 | -11 | 11 | 0 | 6 | 2 | 3 | -3
30 | Cc1c(CC(=O)O)c(=O)oc2c(C)c(OCc3ccc(F)cc3Cl)ccc12 | 7 | 0 | -3 | 6 | 3 | 1 | 7 | 3 | -2

3 compounds drawn at random from the list so far, as already listed:
No. | SMILES | PAD4 FP inh | LYPLA1 inh | GSTO1 inh | PAFAH1B3 FP inh | PAFAH2 inh | pPAFAH FP inh | PAFAH1B2 inh | PME-1 primary | Fam108B inh
23 | O=C(CS(=O)(=O)c1c[nH]c2ccccc12)Nc1ccc2c(c1)OCCO2 | -2 | -2 | 10 | -1 | -2 | 10 | 7 | 0 | 1
13 | CCC(=O)Nc1cc2nn(-c3ccc(OC)cc3)nc2cc1C | 3 | -1 | 4 | 5 | 3 | -1 | -6 | -1 | 3
4 | CC(=O)Nc1cc(-c2ccccc2)nn1Cc1ccc(Cl)cc1 | 0 | 2 | -2 | 6 | 0 | 1 | 6 | 5 | -2

pPAFAH FP inh, entries above that show a hit
#	molecule	PAD4 FP inh	PAFAH1B3 FP inh	PAFAH2 inh	pPAFAH FP inh	PAFAH1B2 inh	PME-1 primary
18	O=S(=O)(N/N=C\c1cccn1-c1ccccc1)c1ccc2ccccc2c1	4	2	3	25*	17	1

The listing picks up, starting six compounds before the break.
No. | SMILES | PAD4 FP inh | LYPLA1 inh | GSTO1 inh | PAFAH1B3 FP inh | PAFAH2 inh | pPAFAH FP inh | PAFAH1B2 inh | PME-1 primary | Fam108B inh
25 | COc1ccc(C(=O)C2CCCN(Cc3cccn3-c3cccnc3)C2)cc1OC (stereo not drawn) | 0 | 2 | -7 | -3 | 4 | 7 | -2 | 6 | 1
26 | CCOc1ccc(NC(=O)COc2nsnc2N2CCOCC2)cc1 | 1 | -1 | 16 | 1 | -1 | 6 | 7 | 1 | -2
27 | O=C(Nc1cccc(-n2cnnn2)c1)c1ccncc1 | -4 | 5 | 8 | -1 | 3 | 0 | 0 | -3 | -5
28 | O=C(OCCOCCN=C1NS(=O)(=O)c2ccccc21)c1ccc(F)cc1 | -1 | -3 | 2 | 14 | -2 | 0 | 0 | 3 | 1
29 | COc1ccc(C(=O)NNC(=O)Nc2ccc(Cl)cc2)cc1 | -8 | 0 | -11 | 11 | 0 | 6 | 2 | 3 | -3
30 | Cc1c(CC(=O)O)c(=O)oc2c(C)c(OCc3ccc(F)cc3Cl)ccc12 | 7 | 0 | -3 | 6 | 3 | 1 | 7 | 3 | -2
31 | O=C(c1cccc(-c2ccc(O)cc2)c1)N1CCN(c2ccc(F)cc2)CC1 | 1 | -1 | 2 | 8 | 11 | 4 | 2 | 4 | -3
32 | COc1ccc(NC(=O)CSc2ccccn2)cc1OC | -7 | 0 | 7 | 6 | 3 | 4 | 2 | 7 | -1
33 | COc1cc(C(=O)Nc2cc(C)ccn2)cc(OC)c1OC | 1 | -1 | 1 | 7 | -3 | -5 | 4 | 3 | -2
34 | Cc1cc(C)cc(N2CCCn3c2nc2c3c(=O)[nH]c(=O)n2C)c1 | -1 | 0 | -2 | -2 | 2 | 0 | 3 | -1 | 3
35 | COc1ccc(/C=N/NC(=O)C2CC2)c(OC)c1OC | -4 | 1 | -4 | -3 | -2 | -3 | 4 | 2 | 2
36 | COc1ccc(C/C(N)=N/OC(=O)Cc2ccccc2)cc1OC | -4 | 2 | 1 | 0 | 0 | 0 | 1 | -3 | -1
37 | COC(=O)c1sc(S(=O)(=O)NCC(=O)O)c(C(=O)OC)c1C | -1 | 5 | -7 | 0 | 5 | -1 | 3 | 2 | -4
38 | O=C(CSC(=S)N1CCOCC1)Nc1nc(-c2ccccc2)c(-c2ccccc2)o1 | -1 | -2 | -4 | 7 | 2 | -1 | 0 | 2 | 0
39 | Cc1ccc(NC(=O)CCC(=O)OCC(=O)c2ccc(-c3ccccc3)cc2)cc1 | -2 | -11 | -12 | -15 | -15 | 6 | -13 | -34 | -31
40 | CC(=O)N[C@@H](Cc1c[nH]c2ccccc12)C(=O)NC1CCCc2ccccc21 (stereo partly drawn) | 1 | 2 | 4 | -3 | -3 | 3 | 6 | 2 | 13
41 | CN(C)c1ccc(-n2cccc2/C=C2/SC(=Nc3ccc(F)cc3)NC2=O)cc1 | -2 | -6 | 4 | 5 | -6 | 2 | -5 | -3 | 2
42 | COc1ccc(S(=O)(=O)O)cc1P(=O)(c1ccccc1)c1ccccc1 | 3 | 0 | -2 | 1 | 20 | 6 | 3 | -3 | -1
43 | O=C(O)c1[nH]c2ccccc2c1C=NCc1ccccc1Cl | -6 | 0 | 11 | -5 | 1 | 1 | 2 | 4 | 0
44 | Cc1cc(C)cc(N(CCC(=O)O)S(=O)(=O)c2ccc3ccccc3c2)c1 | 0 | -3 | 0 | 9 | 2 | 0 | -1 | 0 | -1
45 | Cc1ccc(NS(=O)(=O)c2cccs2)nc1 | 0 | 0 | 5 | 0 | 8 | 2 | 2 | -4 | 2
46 | Cc1ccccc1NC(=O)Cc1nc(COC(=O)/C=C/c2ccccc2)cs1 | 3 | -2 | -9 | 1 | 0 | 10 | 3 | -7 | -1
47 | CN(Cc1ccc(Cl)cc1Cl)C(=O)CN1C(=O)NC2(CCCC2)C1=O | 2 | 0 | -3 | 7 | -6 | 5 | -1 | -4 | -1
48 | O=C(NCc1ccco1)c1cnn2c1NC(c1ccc(Br)cc1)CC2C(F)(F)F (stereo not drawn) | -3 | -3 | -5 | -2 | -2 | 0 | 5 | 6 | -1
49 | COCC(=O)N1CCC(Oc2ccc(C(=O)N3C[C@@H](C)O[C@@H](C)C3)cc2)CC1 | -1 | -3 | 2 | 6 | -3 | 4 | 4 | 2 | -1
50 | C=CCN(CC=C)S(=O)(=O)c1ncn[nH]1 | -6 | 2 | -6 | -1 | 5 | 8 | 1 | -3 | 3
51 | O=C(CSc1nc2ccccc2s1)Nc1ccc2c(c1)OCO2 | 1 | -3 | 0 | 2 | 0 | 4 | -3 | 3 | -1
52 | COc1ccc(C)cc1NC(=O)NNC(=O)c1ccoc1C | -3 | 1 | 7 | 3 | -4 | 2 | 2 | 2 | 4
53 | O=C(NCCN1CCOCC1)c1ccc(Cl)c(S(=O)(=O)N2CCCC2)c1 | 1 | -3 | 4 | 1 | 1 | -6 | 1 | -6 | -1
